VIM-2 inh: blocks Pseudomonas aeruginosa VIM-2 metallo-beta-lactamase; AID 1527; actives 0.89% (n = 290,000); inhibition, % at 5.6 µM; purified VIM-2, nitrocefin hydrolysis, epi-absorbance fluorescence;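 active = inhibition above the mean of all tested compounds plus 3 SD, cutoff set per screening run, cut at about 7.5% in these data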;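 note: red hydrolysis product quenches plate fluorescence so inhibitors raise well fluorescence; 0% = enzyme with DMSO and 100% = DMSO without enzyme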
IMP-1 inhibitor: inhibitors of Pseudomonas aeruginosa IMP-1 metallo-beta-lactamase | actives 0.45% (n = 290,000) | inhibition, % at 5.6 µM | purified IMP-1, nitrocefin hydrolysis, epi-absorbance fluorescence | AID 1556;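 active = inhibition above the mean plus 3 SD of all compounds in the same screening run, cut at about 4.5% in these data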;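 note: 0% = IMP-1 with DMSO and 100% = DMSO wells lacking enzyme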
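assay system = purified recombinant IMP-1 metallo-beta-lactamase enzyme | schedule = 15 min preincubation plus 25 min reaction at 25 °C | signal = Epi-absorbance fluorescence, 480 nm excitation, 530 nm emission | read-out basis = percent inhibition from optical density relative to buffer-blank wells | controls = IMP-1 with DMSO as 0%, enzyme-free DMSO as 100%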
pCIP destab: compounds decreasing mouse p/CIP protein stability; F442A p/CIP-EGFP cells, EGFP fluorescence, 16 h; Q05BA5; actives 0.01% (n = 290,000); decrease of EGFP signal, % at 10 µM;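 active = EGFP signal decrease of at least 30% at 10 µM or well 3 SD below plate mean, unless failing retest; inactive = the rest, including hits failing retest or dose response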; note: some compounds called inactive have numbers as strong as hits; many of its hits are not listed in these tables
DNA FID counter: counter-screen for HCV NS3 helicase inhibitors: DNA intercalator displacement. DNA fluorescent intercalator displacement, fluorescence. inhibition, % at 7.9 µM. actives 0.17% (n = 290,000). AID 1845; in the data active = inhibition above about 37%;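 note: 0% = vehicle and 100% = reference compound; higher means more ethidium bromide displaced from hairpin DNA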
MEKK3 PB1 HTS: raises or lowers MEK5 binding to the human MEKK3 PB1 domain; Q99759; bead-based flow cytometry, Alexa488-MEK5 binding to MEKK3; actives lie on both sides; 0 = blocked by unlabeled MEK5, 100 = vehicle; binding response (% of control), % at 10 µM; actives 1.4% (n = 290,000);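 active = binding response more than 3 SD above or below the average of its plate-row segment, actives on both sides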;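 note: Alexa488 bead fluorescence after subtracting the streptavidin-only scavenger bead signal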
HCV NS3 hel inh: HCV NS3 helicase inhibition | NS3 helicase DNA unwinding, Cy5 molecular beacon fluorescence | inhibition, % at 10.9 µM | actives 0.56% (n = 290,000);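 active = inhibition above the mean of all tested compounds plus 3 SD, set per campaign, cut at about 35% in these data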;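 note: 0% = DMSO wells and 100% = thioflavine S control wells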
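System: Hepatitis C virus NS3 helicase domain fragment enzyme | Reagent: Annealed dual-labelled DNA beacon duplex, ATP-started | Compound dosing: 10.9 µM single point, 0.8% DMSO | Incubation: 1 h reaction at 25 °C, ATP-initiated | Technique: Cy5 fluorescence | Evaluation: Percent inhibition from t60/t0 fluorescence ratio | Benchmarks: Low DMSO, high thioflavine S at 110 µM | Replication: Singlicate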
PHOSPHO1 block: blocks human PHOSPHO1 phosphatase activity. Q8TCT1. AID 1565. recombinant PHOSPHO1, absorbance phosphatase assay. actives 1.1% (n = 290,000). inhibition, % at 13.3 µM; in the data active = inhibition above about 60%
IDE cell activ: IDE (human) activation, cell-based | P14735 | HEK cells, FAbeta-B cleavage, fluorescence polarization; 0% vehicle, 100% cell-free pure enzyme wells | activation, % at 5.96 µM | actives 0.073% (n = 340,000);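 active = activation above the mean of all tested compounds plus 3 SD, set per screening campaign, cut at about 17% in these data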
Target sequence (P14735 whole entry, looked up): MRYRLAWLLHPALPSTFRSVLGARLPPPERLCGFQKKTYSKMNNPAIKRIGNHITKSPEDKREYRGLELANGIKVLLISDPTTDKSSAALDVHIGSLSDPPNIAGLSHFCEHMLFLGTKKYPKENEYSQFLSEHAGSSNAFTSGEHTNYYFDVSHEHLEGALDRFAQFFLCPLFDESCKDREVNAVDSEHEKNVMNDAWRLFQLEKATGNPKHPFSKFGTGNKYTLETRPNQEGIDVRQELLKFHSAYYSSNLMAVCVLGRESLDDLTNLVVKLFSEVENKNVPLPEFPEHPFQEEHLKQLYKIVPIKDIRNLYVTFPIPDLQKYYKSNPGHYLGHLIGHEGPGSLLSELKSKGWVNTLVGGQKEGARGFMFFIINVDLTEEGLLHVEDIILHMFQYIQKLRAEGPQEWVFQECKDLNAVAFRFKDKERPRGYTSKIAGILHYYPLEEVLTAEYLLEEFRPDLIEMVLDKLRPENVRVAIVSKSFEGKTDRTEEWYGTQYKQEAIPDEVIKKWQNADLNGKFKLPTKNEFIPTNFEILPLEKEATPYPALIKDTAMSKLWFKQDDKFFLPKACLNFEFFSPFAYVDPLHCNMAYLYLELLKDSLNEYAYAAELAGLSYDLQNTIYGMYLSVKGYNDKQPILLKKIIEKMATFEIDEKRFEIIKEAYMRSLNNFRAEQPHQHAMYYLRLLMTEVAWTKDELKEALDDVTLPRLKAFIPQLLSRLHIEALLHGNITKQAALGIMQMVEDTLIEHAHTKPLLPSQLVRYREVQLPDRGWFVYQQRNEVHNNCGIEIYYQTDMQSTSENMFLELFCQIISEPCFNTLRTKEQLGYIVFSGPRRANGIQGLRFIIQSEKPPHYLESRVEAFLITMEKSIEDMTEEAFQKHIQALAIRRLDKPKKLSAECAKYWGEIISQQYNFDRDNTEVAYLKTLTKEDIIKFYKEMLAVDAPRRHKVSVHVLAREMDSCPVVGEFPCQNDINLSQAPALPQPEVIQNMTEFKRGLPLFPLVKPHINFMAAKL
UBC9 SUMO inh: blocks human SUMOylation mediated by UBC9. P63279. HTRF SUMOylation assay, SAE1/SAE2 + UBC9, in vitro. inhibition, % at 35 µM. actives 0.36% (n = 290,000). AID 2006; in the data active = inhibition above about 50%, passing the limit was not always enough; note: strong numbers were not always called active
Numbers without * were called inactive; nt = not tested or not shown.

Molecule | VIM-2 inh | IMP-1 inhibitor | pCIP destab | DNA FID counter | MEKK3 PB1 HTS | HCV NS3 hel inh | PHOSPHO1 block | IDE cell activ | UBC9 SUMO inh
COc1ccc2c(C)cc(=O)[nH]c2c1 | 1.2 | -1.3 | 0 | -1 | 100 | 2 | 17 | -5 | 1
CCc1nc(C)cn1S(=O)(=O)c1cc([N+](=O)[O-])ccc1Cl | -1.4 | -0.4 | -23 | 0 | 98 | -1 | 37 | 2 | 5
COc1c(C)cccc1C(=O)Nc1ccc(N2CCOCC2)c(Cl)c1 | -4.0 | -3.6 | 1 | -26 | 100 | -9 | -51 | 9 | 16
Cc1cccc(C(C#N)c2nc3ccccc3nc2C(F)(F)F)c1 (configuration not stated) | -0.1 | -0.5 | nt | -1 | 111 | 12 | nt | 1 | nt
CCC(C(=O)OCC(=O)N(CCOC)c1c(N)n(Cc2ccccc2)c(=O)[nH]c1=O)c1ccccc1 (configuration not stated) | -1.7 | -1.9 | -6 | -43 | 100 | 3 | -2 | 2 | 7
CN(Cc1cccnc1)Cc1cn(C)nc1-c1ccc(Oc2ccccc2)cc1 | -1.8 | -4.2 | -1 | -6 | 104 | 0 | 31 | 3 | 3
O=C(CCCN1C(=O)CCC1=O)Nc1ccc2c(c1)OCO2 | -3.5 | -1.9 | -7 | -2 | 106 | 3 | 29 | 1 | -3
COc1cccc(CC2(CO)CCN(Cc3cccn3-c3cccnc3)CC2)c1 | -4.3 | -1.9 | -11 | 13 | 108 | -2 | 1 | 10 | 2
Cn1nc(C(F)(F)F)c2cc(C(=O)NC3CC3)sc21 | -0.8 | -2.3 | 1 | 1 | 89 | 1 | 21 | 3 | -1
CCCCn1c(N)c(N(CC(C)C)C(=O)c2ccc(COc3ccccc3)o2)c(=O)[nH]c1=O | -1.3 | -2.6 | -26 | -47 | 106 | -2 | 17 | 3 | 10
Brc1ccc2cccnc2c1 | -2.9 | -2.5 | -6 | -2 | 112 | 4 | -27 | 0 | -6
Cc1cccc(NC(=O)C(=O)NNC(=O)c2ccc(C(C)(C)C)cc2)c1 | -6.5 | -2.4 | -12 | -23 | 99 | 17 | 28 | -4 | -13
COC(=O)c1nn(-c2ccccc2)c(Sc2ccc(Cl)cc2)c1/C=N/O | 0.4 | -1.3 | -14 | -23 | 101 | 4 | 15 | 1 | -24
O=C(CC1CCCCC1)NCc1nc(-c2ccccc2)no1 | -2.2 | -2.4 | -9 | -17 | 98 | 9 | 42 | 0 | 29
Cc1onc(-c2ccccc2)c1C(=O)Nc1cccc2nsnc12 | -1.0 | -1.9 | -17 | -1 | 100 | -3 | 7 | -3 | 1

More entries.
Molecule | VIM-2 inh | IMP-1 inhibitor | pCIP destab | DNA FID counter | MEKK3 PB1 HTS | HCV NS3 hel inh | PHOSPHO1 block | IDE cell activ | UBC9 SUMO inh
O=C(CNC(=O)Cc1ccccc1)N=Nc1c(O)[nH]c2ccccc12 | -1.4 | -3.6 | 9 | -6 | 101 | 11 | 24 | 1 | 0
NS(=O)(=O)c1ccc(CNC(=O)/C=C/c2c(Cl)cccc2Cl)cc1 | -4.2 | -1.9 | -1 | -2 | nt | 7 | 12 | nt | -11
CCOC(=O)c1nn(-c2ccc(OCC)cc2)c2nc(-c3cccc(OC)c3)c(C#N)c(=O)n12 | -4.8 | -1.8 | 5 | -8 | 88 | -2 | 23 | 0 | 13
C=CCSc1nc(C)c(Cc2cccc3ccccc23)c(=O)[nH]1 | -2.4 | -2.1 | -5 | -15 | 100 | 7 | 45 | 3 | 15
N#Cc1cnc(NCc2ccc(Cl)cc2Cl)nc1 | -0.1 | -2.8 | -4 | -11 | 106 | -1 | 33 | 2 | 9
Cc1ccccc1NC(=S)N(CCCN1CCCCC1)Cc1ccco1 | -4.0 | -3.3 | 0 | -1 | 107 | 2 | -15 | 5 | -1
C/C(=N\OC(=O)c1ccc(Cl)c(Cl)c1)c1sc(C)nc1C | -2.2 | -2.2 | -4 | -4 | 96 | -6 | 17 | -4 | -2
CC(Oc1cccc(F)c1)C(=O)/C=C\N(C)C (configuration not stated) | 0.7 | -0.7 | -5 | -7 | 92 | 0 | 29 | -11 | 1
Cc1[nH]c2ccccc2c1C(=O)C(=O)N1CCN(c2ccccc2F)CC1 | 0.0 | -3.4 | -12 | -37 | 103 | -6 | 17 | 2 | 8
COCC(C)N1CCC(n2nccc2NC(=O)CCCc2ccccc2)CC1 (configuration not stated) | -0.3 | -0.9 | 0 | 2 | 98 | -9 | 29 | 4 | 15
COc1ccc(CCc2nc(-c3cccs3)no2)cc1 | 0.4 | -1.5 | 9 | -15 | 102 | 2 | 14 | 1 | -16
C/C(=N\NC(=O)C1CC1)c1cccnc1 | -2.3 | -3.2 | -4 | 2 | 97 | 5 | -7 | 1 | 12
S=C1c2ccccc2CN1c1ccccc1 | -3.1 | -1.9 | -6 | 1 | 100 | 1 | -35 | 2 | 6
O=C(Nc1ccc([N+](=O)[O-])cc1)c1cccc(S(=O)(=O)Nc2ccccn2)c1 | -0.6 | -0.7 | -8 | 0 | 105 | 8 | 23 | -5 | 14
O=C(CCC1N=C2c3ccccc3N=C(SCC(=O)NCC3CCCO3)N2C1=O)NCc1ccc(F)cc1 (configuration not stated) | -0.9 | -2.3 | 3 | -41 | 101 | 4 | 60 | -1 | 4

Results in DNA FID counter and IDE cell activ, for 2 of the compounds above:
mol,DNA FID counter,IDE cell activ
CC(Oc1cccc(F)c1)C(=O)/C=C\N(C)C (configuration not stated),-7,-11
Cc1[nH]c2ccccc2c1C(=O)C(=O)N1CCN(c2ccccc2F)CC1,-37,2

Remaining list, next part.
Molecule | VIM-2 inh | IMP-1 inhibitor | pCIP destab | DNA FID counter | MEKK3 PB1 HTS | HCV NS3 hel inh | PHOSPHO1 block | IDE cell activ | UBC9 SUMO inh
NC(=O)CC(NC(=O)c1cccc(Br)c1)c1ccc(NC2CCC2)c([N+](=O)[O-])c1 (configuration not stated) | -2.9 | 1.4 | -14 | -9 | 97 | 0 | -30 | -6 | -5
CC[n+]1c(C)sc2c(C)cc(C)cc21 | -2.7 | -0.9 | -18 | -11 | 96 | -5 | 26 | 0 | 16
Cn1nnnc1SCC(=O)Nc1ccc(Cl)cn1 | -0.9 | -0.9 | 5 | -2 | 103 | 1 | 41 | 9 | 15
Cc1cc2oc(=O)cc(CN3CCCCC3C)c2cc1C (configuration not stated) | 0.0 | -2.5 | -12 | -9 | 106 | 36* | 11 | 4 | 6
Cc1noc(C)c1C(=O)Nc1nc(C23CC4CC(CC(C4)C2)C3)cs1 | -7.9 | -4.5 | -23 | -4 | 97 | 2 | -13 | 3 | -32
CCn1c(SCC(=O)NCC2CCCO2)nc2c(c1=O)SC(C)C2 (configuration not stated) | -1.4 | -1.1 | 2 | -5 | 107 | 5 | -9 | 5 | 8
CC1(C(=O)NC2CCCCCC2)CCC(=O)N1Cc1ccc2c(c1)OCO2 (configuration not stated) | -1.5 | -2.6 | 4 | -22 | 99 | 9 | 13 | 6 | 2
CCOC(=O)c1c(C)n(CCO)c2ccc(O)cc12 | 0.6 | 3.7 | -21 | -5 | 103 | 1 | 12 | -1 | 6
Cc1ccc2[nH]cc(CCNC(=O)c3cccnc3)c2c1 | -4.7 | -1.6 | -6 | -1 | 89 | 0 | 20 | -11 | 5
Cc1ccc(NC(=O)c2sc3nc(N)c(C#N)cc3c2N)cc1 | 0.1 | -2.3 | -4 | -1 | 101 | 4 | -21 | -3 | 7
Cc1cccc(N2C(=O)CN=C2Nc2nc(C)cc(C)n2)c1 | -1.0 | 0.1 | -17 | -5 | 101 | 0 | 3 | -7 | 2
NS(=O)(=O)c1ccc(CNC(=O)/C=C/c2ccccc2[N+](=O)[O-])cc1 | -3.2 | -3.1 | -2 | 4 | 99 | 3 | -20 | 5 | 21
Cc1c(C)c2c(OCC(=O)N3CCC(C(=O)O)CC3)cc3c(c2oc1=O)CCC(C)(C)O3 | 0.0 | 0.3 | -6 | -34 | 104 | 1 | 18 | -3 | 42
O=C1C(=O)N(CNc2ccccn2)c2ccccc21 | 0.6 | 4.0 | 2 | -1 | 100 | -6 | 4 | 3 | -15
O=C(COc1cccc2ccccc12)NNC(=O)c1cnccn1 | -5.1 | -4.2 | -5 | -5 | 99 | -4 | 12 | 2 | 10

Carrying on.
Molecule | VIM-2 inh | IMP-1 inhibitor | pCIP destab | DNA FID counter | MEKK3 PB1 HTS | HCV NS3 hel inh | PHOSPHO1 block | IDE cell activ | UBC9 SUMO inh
C=CCc1ccc(OCCOc2cccc(/C=N/n3cnnc3)c2)c(OC)c1 | 0.8 | -1.4 | nt | -20 | 102 | -15 | nt | -2 | nt
CSc1nc2c(c(=O)[nH]c(=O)n2C)n1Cc1ccccc1 | -1.8 | -4.7 | 6 | -11 | 102 | -3 | 35 | 3 | 12
CC(=O)Nc1cccc2c1C(=O)N(c1ccccc1C)C2=O | -4.8 | -1.1 | 18 | -2 | 90 | -5 | 1 | -3 | 3
Cc1ccc(-n2nnnc2SCC(=O)c2c(N)n(CC(C)C)c(=O)n(C)c2=O)cc1 | -2.0 | -2.9 | -11 | 0 | 103 | 3 | -7 | 8 | -2
CC(C(=O)c1ccc(-c2ccccc2)cc1)[n+]1cccc(Br)c1 (configuration not stated) | 0.5 | -2.3 | -10 | 2 | 106 | -19 | 36 | -18 | -2
Cc1nnsc1Sc1cccc(C(F)(F)F)c1 | -0.9 | -1.8 | -3 | 5 | 101 | -8 | -4 | -3 | 12
CCCc1cc(=O)[nH]c(SCC(=O)N2CCN(S(=O)(=O)c3ccc(Cl)cc3)CC2)n1 | -0.6 | -1.1 | -4 | -3 | 100 | -1 | 6 | 2 | 9
Cc1ccc(C(=O)NC(C)c2ccc(S(N)(=O)=O)cc2)s1 (configuration not stated) | -2.4 | -1.7 | 11 | -5 | 102 | -9 | 15 | 0 | -1
COc1ccccc1N(C(C)=O)c1nc(C)cc(C)c1C#N | -3.6 | 0.2 | -5 | -10 | 105 | 7 | 14 | 3 | 10
N#Cc1c(/N=C/c2cccs2)sc2c1CCC2 | 0.9 | 1.0 | -22 | -4 | 98 | 10 | 20 | -7 | -8
C#CCNc1ccc([N+](=O)[O-])cc1 | -1.6 | -0.8 | 7 | -8 | 98 | 5 | -2 | -1 | 24
Cc1ccccc1OCc1n[nH]c(=S)n1Cc1ccccc1 | -3.5 | -5.2 | -8 | -26 | 113 | 2 | -19 | 2 | 9
CN1CC(c2ccc(C#N)cc2)C2(COc3ccccc3C2=O)C12C(=O)Nc1ccccc12 (configuration not stated) | -4.0 | -2.4 | -3 | -27 | 102 | -7 | -12 | 1 | -22
CC(C)Cn1cnc2c(c(-c3ccccc3)c(-c3ccccc3)n2Cc2ccco2)c1=N | -3.6 | -1.5 | -3 | 20 | 115 | -40 | 4 | -7 | -8
COc1cc2c(cc1OC)/C(=C/C(=O)c1ccc(F)cc1)NCC2 | 14* | -1.5 | 5 | -21 | 101 | 3 | -5 | -4 | 1

From PubChem BioAssay

Only part of the results is shown; rates above refer to the full screens.
